Eya2 phos inh: blocks the phosphatase activity of human Eya2; recombinant Eya2, OMFP fluorescence dephosphorylation (OMFP is methylfluorescein phosphate); O00167; AID 488837; Potency, µM (doses to about 76.9 µM), for inactives: top-dose activity, negative = inhibition, most hits filed as inhibitors; hit rate 0.006% among 330,000; also: potency is read from the fitted curve at half-maximal effect; % is scaled to controls: 0 for no effect and ±100 for the full control effect
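Eya2 protein (added as 0.2 uM solution) was preincubated with compound for 10 min at ambient temperature in 50 mM HEPES pH 7.5, 50 mM NaCl, 5 uM MgCl2, 0.05% BSA, 1 mM DTT. OMFP (added at 50 uM) then reacted 10 min; fluorescence read at 485/525 nm.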
ASM inhibitor: human S-ASM enzyme inhibition; P17405; placental ASM, HMU-PC fluorogenic substrate, 60 min; Potency, µM (titrated, usually from 57.5 µM), inactives show top-dose activity change, negative = inhibition, hits mostly inhibitors; hit rate 0.006% among 340,000; also: potency is read from the fitted curve at half-maximal effect
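Human placenta-derived ASM enzyme was preincubated with compound for 10 minutes at room temperature, then given fluorogenic substrate HMU-PC0 (9 uM final) for 60 minutes at 37 °C; a pH 10 stop preceded fluorescence reading at Ex 386/Em 447 nm.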
Tb PFK inh: T. brucei PFK enzyme inhibition; T. brucei PFK, ADP-Glo luminescence; Potency, µM (series often up to 57.5 µM), for the others: top-dose activity, negative = inhibition, actives largely listed as inhibitors; hit rate 0.17% among 330,000;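 also: potency is read from the fitted curve at half-maximal effect; 0% = uninhibited 1x PFK enzyme wells and -100% = no-enzyme wells; nearly all actives have a fitted effect of over 60% in size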
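ADP-Glo luminescence quantified ADP after 45 min at room temperature, with 1.25 nM T. brucei PFK, 0.1 mM ATP and 0.5 mM fructose-6-phosphate in pH 8.0 TEA buffer. qHTS titrations up to 57 µM; curves classified by quality.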
ELG1 repair inh: inhibitors of ELG1-dependent DNA repair in HEK293T cells; HEK293T ELG1-luciferase reporter, luminescence, 16 h; DNA damage induced by 5-fluorouridine; Potency, µM (doses to about 46.1 µM), without a hit: top-dose activity change, negative = inhibition, hits mostly inhibitors; hit rate 2.3% among 330,000; AID 504467; also: potency is read from the fitted curve at half-maximal effect; % is scaled to controls: 0 for no effect and ±100 for the full control effect; nearly all actives have a fitted effect of over 55% in size
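HEK293T cells expressing luciferase-tagged ELG1 (2,000/well) received 5-Fluorouridine plus compound or DMSO for 16 hr at 37 °C. Luciferase was read by ONE-Glo luminescence after 30 min at room temperature.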
TCR activator: T cell receptor activation; primary human leukocytes, anti-CD3, IL-2 HTRF, 48 h; Potency, µM (highest dose often 9.22 µM), for inactives: at the top dose activation of IL-2 secretion, hits mostly activators; 330,000 tested, under 10 active; also: % of control where 0% means no effect
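Primary human leukocytes were stimulated with a-CD3 beads plus compounds for 48 hr without co-stimulation; secreted IL-2 was quantified by HTRF using a-IL-2-K (europium cryptate) and a-IL-2-d2, excited at 320nm with acceptor emission read at 665nm.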
TSG101-PTAP inh: blocks PTAP/TSG101 interaction to inhibit HIV-1 budding; Q99816; Fluorescence polarization, FITC-PTAP peptide / Tsg101 binding; Potency, µM (doses to about 115 µM), inactives show at the top dose activity change, negative = inhibition, most hits filed as inhibitors; 340,000 tested, under 10 active; AID 493005; active = well fitted inhibition curve with a large enough effect in the main read-out, with a control signal flat, not every such curve was filed as active; inconclusive = small, poorly fitted or top-dose-only effect, or effect the other way, or a change in a side signal; inactive = no such curve, though single readings can be large or run the other way; also: potency is read from the fitted curve at half-maximal effect; % of control where 0% means no effect
Target sequence (Q99816 whole entry, looked up): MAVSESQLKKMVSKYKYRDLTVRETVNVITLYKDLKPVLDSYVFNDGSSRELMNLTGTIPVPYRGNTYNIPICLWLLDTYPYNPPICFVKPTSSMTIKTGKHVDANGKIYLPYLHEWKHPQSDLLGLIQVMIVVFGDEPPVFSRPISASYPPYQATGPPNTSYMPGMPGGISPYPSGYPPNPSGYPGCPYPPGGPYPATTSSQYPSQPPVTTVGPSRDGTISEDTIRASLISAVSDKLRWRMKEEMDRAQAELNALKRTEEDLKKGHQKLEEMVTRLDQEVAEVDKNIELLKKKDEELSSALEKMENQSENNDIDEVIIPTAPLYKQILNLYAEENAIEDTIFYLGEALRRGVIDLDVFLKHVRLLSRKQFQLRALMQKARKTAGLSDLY
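Fluorescence anisotropy tracks displacement of a FITC-tagged PTAP peptide (50 nM) from the Tsg101 binding domain (10 uM), following a 20 min room-temperature incubation at pH 7.5.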
A-T KAP1 phos: potential ataxia-telangiectasia treatment; […] A-T fibroblasts, KAP-1 phosphorylation AlphaLISA; neocarzinostatin DNA damage 30 min before lysis; Potency, µM (doses to about 57.5 µM), for inactives: at the highest dose activation, actives largely listed as activators; hit rate 0.19% among 320,000; also: potency is read from the fitted curve at half-maximal effect; % of control where 0% means no effect; nearly all actives have a fitted effect of over 45% in size
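ATM-like activity read as KAP-1 phosphorylation via AlphaLISA donor/acceptor antibody pairs after lysis and 6 hr at 25C. Cells were ATM-null patient fibroblasts ([…], hTERT), dosed 60 min, then exposed to the DSB inducer NCS for 30 min.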
Integrin act MD: activators of alpha7 integrin expression for muscular dystrophy; alpha7betagal myoblasts, beta-gal FDG fluorescence, 48 h; Potency, µM (doses to about 38.3 µM), inactives show at the highest dose activation, hits mostly activators; hit rate 0.064% among 350,000; AID 624291;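 also: potency is read from the fitted curve at half-maximal effect; 100% = response of the positive control SU9516; nearly all actives have a fitted effect of over 60% in size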
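Alpha7betagal+/- myoblasts (passage 13) were plated 16-24 hr, then exposed to compounds (1:260 dilution of DMSO stock) for 48 hours at 37C. After MPER lysis, β-galactosidase reporter activity was read as FDG fluorescence (ex 480/em 540) after 30 minutes.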
TSHR antag: human thyrotropin receptor antagonism; P16473; TSHR-expressing cells, TSH-stimulated cAMP HTRF, 2 h; active compounds read low; activity change, negative = inhibition, % at 11.5 µM; hit rate 0.2% among 330,000; AID 504810;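 active = activity change below a set negative limit, meaning inhibition stronger than a set level, cut at about -70% in these data; inconclusive = activity change between two set negative limits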; also: % is scaled to controls: 0 for no effect and ±100 for the full control effect
Target sequence (P16473 whole entry, looked up): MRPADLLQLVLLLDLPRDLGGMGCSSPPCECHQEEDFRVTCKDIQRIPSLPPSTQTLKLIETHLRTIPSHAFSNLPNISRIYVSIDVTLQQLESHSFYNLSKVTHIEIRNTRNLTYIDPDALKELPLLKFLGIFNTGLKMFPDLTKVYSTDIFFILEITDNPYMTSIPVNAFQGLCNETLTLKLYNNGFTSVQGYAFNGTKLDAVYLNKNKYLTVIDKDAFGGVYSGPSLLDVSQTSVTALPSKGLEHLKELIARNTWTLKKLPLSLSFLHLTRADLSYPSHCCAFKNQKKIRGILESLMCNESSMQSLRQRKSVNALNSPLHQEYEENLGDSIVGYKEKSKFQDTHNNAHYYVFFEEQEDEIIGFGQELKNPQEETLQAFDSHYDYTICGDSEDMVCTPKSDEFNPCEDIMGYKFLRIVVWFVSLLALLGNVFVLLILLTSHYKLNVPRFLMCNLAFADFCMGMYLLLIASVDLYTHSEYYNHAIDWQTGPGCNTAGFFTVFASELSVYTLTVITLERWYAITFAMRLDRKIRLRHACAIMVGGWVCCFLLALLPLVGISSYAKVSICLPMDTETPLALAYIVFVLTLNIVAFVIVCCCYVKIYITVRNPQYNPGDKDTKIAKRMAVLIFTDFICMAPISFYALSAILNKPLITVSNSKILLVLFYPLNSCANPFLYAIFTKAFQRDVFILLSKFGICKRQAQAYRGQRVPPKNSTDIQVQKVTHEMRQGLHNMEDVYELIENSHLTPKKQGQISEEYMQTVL
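Read-out is FRET at 665 nm (cryptate excitation 337 nm) from a cryptate-tagged anti-cAMP antibody, competed by cell cAMP against cAMP-d2. Compounds are tested on freshly harvested TSHR cells challenged with 4nM TSH (EC80) for 2 hours at 37 deg C.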
Chronic BCR inh: blocks chronic active B-cell receptor signaling; ABC-DLBCL IkBa-CBG/CBR reporter, luminescence ratio, 4 h; Potency, µM (doses to about 46.1 µM), for inactives: top-dose ratio change, negative = lower green/red ratio, hits mostly inhibitors; hit rate 0.05% among 340,000; active = well fitted inhibition curve with a large enough effect in the signal ratio, with a control signal flat, not every such curve was filed as active; inconclusive = small, poorly fitted or top-dose-only effect, or effect the other way, or a change in a side signal; the % refers to the signal ratio;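 also: potency is read from the fitted curve at half-maximal effect; plate controls were basal doxycycline-induced cells for no effect and cells given 10 µM MG132 for full effect; MG132 reads +100%, hits lower the ratio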
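Cell line TMD8 (human ABC DLBCL), stably expressing tet-inducible CBG68-IkBa fusion and CBR; IMDM/0.5% FBS; cpd up to 46 uM; dox induction, 4 h, 37C/5% CO2; dual luminescence; green/red ratio; MG132 control.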
Mito fusion act: mitochondrial division inhibition or fusion activation | S. cerevisiae fusion-defective mutant growth rescue, CellTiterGlo 48 h | Potency, µM (series often up to 46.1 µM), without a hit: top-dose growth rescue (activation), hits mostly activators | hit rate 0.23% among 320,000 | AID 485298;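 also: potency is read from the fitted curve at half-maximal effect; % of control where 0% means no effect; nearly all actives have a fitted effect of over 45% in size; temperature-sensitive fusion mutants such as fzo1-1 at 37 °C on non-fermentable ethanol glycerol medium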
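Read-out: ATP-based luminescence (CellTiterGlo, 10 min ambient) reporting growth of fusion-defective ts yeast after 48 hours at 37C on glycerol/ethanol YPEG medium in the presence of compound.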
Active calls of the source: *; [ ] = another dose, or the depositor's remark. Unless noted, calls follow the shape of the dose curve; as a rule, active = well fitted curve in the direction sought with a large enough effect; inconclusive = small, poorly fitted or top-dose-only effect, or another doubt; inactive = no such curve, though single readings can be large; an effect the other way counts as inactive or inconclusive.

CCC(=O)N1c2ccc(S(=O)(=O)NCCc3ccccc3)cc2CC1C (configuration not stated) was read as Eya2 phos inh -4%, ASM inhibitor 0%, Tb PFK inh 2%, ELG1 repair inh -9%, TCR activator -3%, TSG101-PTAP inh -8%, A-T KAP1 phos 4%, Integrin act MD inconclusive, TSHR antag -10, Chronic BCR inh -4% and Mito fusion act -21%.
`O=C(Nc1ccccn1)c1sc2cccc(F)c2c1Cl` gave Eya2 phos inh 8%, ASM inhibitor 1%, Tb PFK inh -2%, ELG1 repair inh inconclusive, TCR activator -6%, TSG101-PTAP inh 1%, A-T KAP1 phos 1%, Integrin act MD -5%, TSHR antag 19, Chronic BCR inh inconclusive and Mito fusion act -11%.
Cc1nn(C)c(C)c1/C=N/N=C1\CCC2C3CCc4cc(O)ccc4C3CCC12C (configuration not stated) was read as Eya2 phos inh 15%, ASM inhibitor -8%, Tb PFK inh 1%, ELG1 repair inh inconclusive, TCR activator -6%, TSG101-PTAP inh -7%, A-T KAP1 phos 2%, Integrin act MD 6%, TSHR antag 5, Chronic BCR inh inconclusive and Mito fusion act -16%.
Screening COc1ccc(C(C)=O)cc1CSc1ncccn1 returned Eya2 phos inh 16%, ASM inhibitor -2%, Tb PFK inh -2%, ELG1 repair inh inconclusive, TCR activator -10%, TSG101-PTAP inh -2%, A-T KAP1 phos 1%, Integrin act MD 4%, TSHR antag 0, Chronic BCR inh -5% and Mito fusion act 1%.
Cc1cc(C)c(C(=O)CC(=O)c2ccccc2Cl)c(O)c1 was read as Eya2 phos inh 2%, ASM inhibitor -2%, Tb PFK inh -2%, ELG1 repair inh -3%, TCR activator -3%, TSG101-PTAP inh 1%, A-T KAP1 phos -11%, Integrin act MD 6%, TSHR antag 0, Chronic BCR inh inconclusive and Mito fusion act 14%.
O=C(c1ccc(O)cc1)c1ccc(O)cc1O was read as Eya2 phos inh 8%, ASM inhibitor 35%[activator], Tb PFK inh -5%, ELG1 repair inh 0%, TCR activator -2%, TSG101-PTAP inh -5%, A-T KAP1 phos -3%, Integrin act MD -2%, TSHR antag -2, Chronic BCR inh inconclusive and Mito fusion act -3%.
For CSc1nnc(Cc2cc(=O)[nH]c(=O)[nH]2)n1-c1cc(C)ccc1C the results were Eya2 phos inh -4%, ASM inhibitor -2%, Tb PFK inh -7%, ELG1 repair inh inconclusive, TCR activator 1%, TSG101-PTAP inh -5%, A-T KAP1 phos -3%, Integrin act MD 3%, TSHR antag 3, Chronic BCR inh -12% and Mito fusion act -2%.
`CN(CC(=O)NC1CCN(Cc2ccccc2)CC1)S(=O)(=O)c1ccc2c(c1)c(=O)n(C)c(=O)n2C` gave Eya2 phos inh 14%, ASM inhibitor 0%, Tb PFK inh -3%, ELG1 repair inh -10%, TCR activator 3%, TSG101-PTAP inh -1%, A-T KAP1 phos 0%, Integrin act MD 26%, TSHR antag -2, Chronic BCR inh -1% and Mito fusion act -5%.
Screening CC1CCC(NC(=O)CCS(=O)(=O)c2ccc3c(c2)NC(=O)CS3)CC1 (configuration not stated) returned Eya2 phos inh 9%, ASM inhibitor -1%, Tb PFK inh -13%, ELG1 repair inh -2%, TCR activator 5%, TSG101-PTAP inh -2%, A-T KAP1 phos 7%, Integrin act MD -8%, TSHR antag -6, Chronic BCR inh 3% and Mito fusion act 0%.
Screening O=C(Cn1nc(C(F)F)cc1C1CC1)NCCC1=CCCCC1 returned Eya2 phos inh -13%, ASM inhibitor 2%, Tb PFK inh -5%, ELG1 repair inh -8%, TCR activator 5%, TSG101-PTAP inh -6%, A-T KAP1 phos 7%, Integrin act MD -3%, TSHR antag 1, Chronic BCR inh -4% and Mito fusion act 1%.
Screening O=C(COC(=O)Cc1ccsc1)NCc1ccc(Cl)cc1 returned Eya2 phos inh 5%, ASM inhibitor 4%, Tb PFK inh -4%, ELG1 repair inh 11%, TCR activator -2%[46.1 µM], TSG101-PTAP inh -7%, A-T KAP1 phos -6%, Integrin act MD 8%, TSHR antag 13, Chronic BCR inh 2% and Mito fusion act 1%.
`Cc1noc(C)c1NC(=O)N(C)C[C@H]1Oc2c(NS(=O)(=O)c3cccs3)cccc2C(=O)N([C@H](C)CO)C[C@@H]1C` gave Eya2 phos inh -14%, ASM inhibitor 6%, Tb PFK inh 0%, ELG1 repair inh inconclusive, TCR activator 5%, TSG101-PTAP inh -2%, A-T KAP1 phos -3%, Integrin act MD 18%, TSHR antag -1 and Chronic BCR inh 3%.
COc1ccc2c(c1)cc(C(=O)N[C@H](C(=O)N1CCC(C(=O)O)CC1)C(C)C)n2C was read as Eya2 phos inh 2%, ASM inhibitor 4%, Tb PFK inh 12%, ELG1 repair inh 4%, TCR activator -4%, TSG101-PTAP inh 0%, A-T KAP1 phos 7.1µM*, Integrin act MD -10%, TSHR antag -1, Chronic BCR inh 3% and Mito fusion act -3%.
Screening O=C(NCCO)Nc1ccc2nc(-c3ccco3)c(-c3ccco3)nc2c1 returned Eya2 phos inh -4%, Tb PFK inh 1.9µM*, ELG1 repair inh 5%, A-T KAP1 phos -1%, TSHR antag 36, Chronic BCR inh inconclusive and Mito fusion act -2%.
`Cc1cc(C(=O)CSc2nc3ccccc3c(=O)[nH]2)c(C)n1CC1CCCO1` (configuration not stated) gave Eya2 phos inh 2%, ASM inhibitor -5%, Tb PFK inh 1%, ELG1 repair inh 0%, TSG101-PTAP inh -1%, A-T KAP1 phos -1%, Integrin act MD -47%[inhibitor], TSHR antag -30, Chronic BCR inh 4% and Mito fusion act 25%.
Cc1cc([N+](=O)[O-])nn1CC(=O)Nc1ccccn1 was read as Eya2 phos inh 12%, ASM inhibitor -2%, Tb PFK inh -5%, ELG1 repair inh 24%, TCR activator 5%, TSG101-PTAP inh 0%, A-T KAP1 phos -3%, Integrin act MD -9%, TSHR antag 3, Chronic BCR inh -1% and Mito fusion act inconclusive.
Screening Cc1ccc(NC(=O)Nc2nc3ccccc3s2)cc1NC(=O)Nc1nc2ccccc2s1 returned Eya2 phos inh 5%, ASM inhibitor -1%, Tb PFK inh 2%, ELG1 repair inh 8%, TCR activator 8%, TSG101-PTAP inh 0%, A-T KAP1 phos 0%, Integrin act MD -11%, TSHR antag -7, Chronic BCR inh inconclusive and Mito fusion act 10%.
Cc1cc(C)nc(SCCS(=O)(=O)Cc2ccccc2)n1 was read as Eya2 phos inh -11%, ASM inhibitor 2%, Tb PFK inh 0%, ELG1 repair inh 9%, TCR activator -20%, TSG101-PTAP inh -9%, A-T KAP1 phos 5%, Integrin act MD -9%, TSHR antag 7, Chronic BCR inh -1% and Mito fusion act 11%.
CCc1cccc2cc3c(N)c(C(=O)Nc4ccc(S(=O)(=O)N5CCCC5)cc4)sc3nc12 was read as Eya2 phos inh 5%, ASM inhibitor -7%, Tb PFK inh 2%, ELG1 repair inh inconclusive, TCR activator 2%[46.1 µM], TSG101-PTAP inh inconclusive, A-T KAP1 phos 7%, Integrin act MD 23%, TSHR antag -15, Chronic BCR inh inconclusive and Mito fusion act 6%.
Screening O=C(COc1ccc([N+](=O)[O-])cc1Cl)NCC1CCCO1 (configuration not stated) returned Eya2 phos inh 5%, ASM inhibitor 4%, Tb PFK inh -4%, ELG1 repair inh inconclusive, TCR activator -1%, TSG101-PTAP inh -10%, A-T KAP1 phos 2%, Integrin act MD 21%, TSHR antag 1, Chronic BCR inh 1% and Mito fusion act 1%.
Screening O=C(Nc1ncccn1)c1ccc([N+](=O)[O-])cc1 returned Eya2 phos inh -15%, ASM inhibitor 2%, Tb PFK inh 1%, ELG1 repair inh 4%, TCR activator 1%, TSG101-PTAP inh -2%, A-T KAP1 phos 5%, Integrin act MD 1%, TSHR antag 3, Chronic BCR inh -6% and Mito fusion act 0%.
For CCOc1ccc(-c2csc(NC(=O)c3ccc(S(=O)(=O)N4CCc5ccccc5C4)cc3)n2)cc1 the results were Eya2 phos inh 0%, ASM inhibitor 10%, Tb PFK inh 4%, ELG1 repair inh 6%, TCR activator 3%[46.1 µM], TSG101-PTAP inh 0%, A-T KAP1 phos -1%, Integrin act MD -13%, TSHR antag 5, Chronic BCR inh -2% and Mito fusion act -2%.

Screens deposited in PubChem by National Center for Advancing Translational Sciences (NCATS).
